Source: PubChem
RBX1-CUL1 inh = inhibitors of human ROC1-CUL1 ubiquitin ligase activity. E3 ubiquitin-protein ligase RBX1 (Homo sapiens) + Cullin-1 (Homo sapiens), P62877+Q13616. in vitro K48 di-Ub FRET, acceptor:donor ratio, 45 min. inhibition, % at 10 µM. 140,000 compounds, 0.6% hits; in the data active = inhibition above about 25%
Target sequence (P62877 whole entry, looked up): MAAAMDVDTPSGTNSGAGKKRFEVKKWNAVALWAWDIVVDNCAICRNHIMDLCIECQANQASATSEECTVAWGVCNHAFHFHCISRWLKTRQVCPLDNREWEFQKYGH
Target sequence (Q13616 whole entry, looked up): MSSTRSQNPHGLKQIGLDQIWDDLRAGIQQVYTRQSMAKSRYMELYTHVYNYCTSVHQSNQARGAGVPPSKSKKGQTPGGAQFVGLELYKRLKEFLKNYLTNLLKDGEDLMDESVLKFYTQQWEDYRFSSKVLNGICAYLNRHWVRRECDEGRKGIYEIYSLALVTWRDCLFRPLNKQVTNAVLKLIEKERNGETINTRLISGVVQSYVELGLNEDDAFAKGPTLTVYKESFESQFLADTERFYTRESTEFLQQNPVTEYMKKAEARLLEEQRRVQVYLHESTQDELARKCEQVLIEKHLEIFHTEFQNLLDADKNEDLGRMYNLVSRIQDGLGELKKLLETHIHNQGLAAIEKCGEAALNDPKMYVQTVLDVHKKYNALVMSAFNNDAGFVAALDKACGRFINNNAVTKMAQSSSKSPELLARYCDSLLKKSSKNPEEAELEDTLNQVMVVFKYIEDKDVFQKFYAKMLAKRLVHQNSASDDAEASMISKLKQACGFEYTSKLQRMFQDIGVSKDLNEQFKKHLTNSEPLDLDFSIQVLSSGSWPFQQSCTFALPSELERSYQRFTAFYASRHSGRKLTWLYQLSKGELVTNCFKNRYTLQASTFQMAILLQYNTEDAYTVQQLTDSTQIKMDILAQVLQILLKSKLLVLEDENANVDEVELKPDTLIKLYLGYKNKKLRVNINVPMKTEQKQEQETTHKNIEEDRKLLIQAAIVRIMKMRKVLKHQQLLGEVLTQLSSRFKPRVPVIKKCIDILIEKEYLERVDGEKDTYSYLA
* marks the source's active call; other numbers are inactive results.

SMILES	RBX1-CUL1 inh
Cc1ccc2c(=O)cc(C(=O)Nc3c(C(=O)c4ccc(F)cc4)oc4ccccc34)oc2c1C	-3
COc1ccccc1C(=O)N(Cc1nc(-c2cccc(C)c2)no1)C(C)C	-3
Cc1cc(C(=O)Nc2sc3c(c2C(=O)NC2CC2)CCCC3)no1	9
COC(=O)c1c(-c2ccc(Cl)cc2)csc1NC(=O)c1ccc(F)cc1	-9
COCCNC(=O)Cn1nc(C)c2c(C)n(-c3ccc(C)cc3)nc2c1=O	-9
O=c1c(Cl)cc(Cl)nn1-c1ccccc1	-8
CC1=CC(=O)C(C(C)(C)C)=CC1=O	-2
O=C(Nc1ccc2oc(-c3cccnc3)nc2c1)c1ccccc1F	2
CCN(CC)c1ccc2c(c1)OC(=N)C(C#N)C2c1ccccc1F (configuration not stated)	3
COc1cc(=O)n2c(c1C(=O)N1CCc3ccccc3C1)CCN(Cc1ccc(F)c(F)c1)CC2	8
COc1cccc(CNC(=O)Cn2ccc3cc(S(=O)(=O)N4CCCC4)ccc32)c1	3
COc1ccc(NC(=O)c2cc(S(=O)(=O)N3CCCCC3)cn2C)cc1Cl	1
O=C(c1cccnc1Cl)N1CCOCC1	12
CCOc1ccc(N2C(=O)C(Cc3cn(CC(=O)NCCOC)c4c(CC)cccc34)=NC2=S)cc1	8
COc1ccc(CCN2C(=O)c3[nH]nc(-c4ccccc4O)c3C2c2ccc(OC)c(OC)c2)cc1 (configuration not stated)	-3
O=C(Nc1ccc(Cl)cc1)c1ccccc1F	-4
CCOc1cccc(NC(=O)C(C)(C)C)c1	-11
Cn1ccnc1CCOC(c1ccccc1)c1ccc(Cl)cc1 (configuration not stated)	3
CC(C)(C)NS(=O)(=O)c1ccc(NC(=O)c2ccc(F)cc2)cc1	0
COc1ccccc1NC(=O)CSc1ncc2c(n1)-c1cc(Cl)ccc1N(Cc1ccccc1)S2(=O)=O	-5
O=C1NC(=S)N(c2ccc(Br)cc2)C(=O)/C1=C/c1cccn1-c1ccccc1	1
CCCCCC1CCC(c2ccc(-c3nc(-c4ccccc4Cl)no3)cc2)CC1 (configuration not stated)	6
COc1ccc(N2C(=O)C(Cc3ccccc3)C(=O)C(C#N)=C2c2ccccc2)cc1 (configuration not stated)	-4
COc1cc2c(cc1NC(=O)C(F)(F)C1(F)OC(F)(F)C(F)(F)C1(F)F)oc1ccccc12 (configuration not stated)	-2
Cc1cc(-c2ccc(Cl)cc2)c2c(N)c(C(=O)Nc3ccc(F)cc3)sc2n1	11

Filtered by structure, the compounds so far containing four or more nitrogen atoms.
SMILES	RBX1-CUL1 inh
COCCNC(=O)Cn1nc(C)c2c(C)n(-c3ccc(C)cc3)nc2c1=O	-9
CCOc1ccc(N2C(=O)C(Cc3cn(CC(=O)NCCOC)c4c(CC)cccc34)=NC2=S)cc1	8
COc1ccccc1NC(=O)CSc1ncc2c(n1)-c1cc(Cl)ccc1N(Cc1ccccc1)S2(=O)=O	-5

A stretch from the list above, for reference:
SMILES	RBX1-CUL1 inh
COc1ccccc1NC(=O)CSc1ncc2c(n1)-c1cc(Cl)ccc1N(Cc1ccccc1)S2(=O)=O	-5
O=C1NC(=S)N(c2ccc(Br)cc2)C(=O)/C1=C/c1cccn1-c1ccccc1	1
CCCCCC1CCC(c2ccc(-c3nc(-c4ccccc4Cl)no3)cc2)CC1 (configuration not stated)	6
COc1ccc(N2C(=O)C(Cc3ccccc3)C(=O)C(C#N)=C2c2ccccc2)cc1 (configuration not stated)	-4
COc1cc2c(cc1NC(=O)C(F)(F)C1(F)OC(F)(F)C(F)(F)C1(F)F)oc1ccccc12 (configuration not stated)	-2
Cc1cc(-c2ccc(Cl)cc2)c2c(N)c(C(=O)Nc3ccc(F)cc3)sc2n1	11

Some values from above.
COc1ccc(NC(=O)c2cc(S(=O)(=O)N3CCCCC3)cn2C)cc1Cl in RBX1-CUL1 inh shows 1
CC(C)(C)NS(=O)(=O)c1ccc(NC(=O)c2ccc(F)cc2)cc1 in RBX1-CUL1 inh shows 0
O=C(c1cccnc1Cl)N1CCOCC1 in RBX1-CUL1 inh shows 12

The list continues:
SMILES	RBX1-CUL1 inh
Cc1ccc(C)c(N2CCN(CCCNC(=O)c3cnn(-c4ccccc4Cl)c3C3CCN(C(=O)OC(C)(C)C)CC3)CC2)c1	1
N#CC1C(=N)C(C#N)(C#N)[C@H](c2ccccc2C(F)(F)F)[C@H]2CN(C(=O)OCc3ccccc3)CC=C12 (some centres not stated)	5
COc1ccc(OC)c(S(=O)(=O)N2CCC(C(=O)NCc3ccc(Cl)cc3Cl)CC2)c1	-7
CCCCCCCSc1nc2sc3c(c2c(=O)n1Cc1ccccc1)CCC3	0
CCOC(=O)c1cc(CCC(=O)c2ccc3c(c2)CCCC3)[nH]c1C	-9
Cc1cccc(Cn2c(=O)n(Cc3ccc(C(=O)NC4CCN(Cc5ccccc5)CC4)cc3)c(=O)c3ccccc32)c1	6
COc1cccc(CN2CCC(n3nccc3NC(=O)Nc3ccccc3C)CC2)c1	0
COC(=O)c1ccc(Cl)c(-c2ccc(/C=C3\SC(=Nc4ccccc4)NC3=O)o2)c1	1
CC(C)(C)CC(=O)NCC(c1ccc2c(c1)OCO2)N1CCN(c2ccccc2)CC1 (configuration not stated)	-1
CCOc1ccc(NC(=O)c2cnn(-c3ccc(C)c(C)c3)c2C2CCN(C(=O)OC(C)(C)C)CC2)cc1	-15
COCc1cc(C)nc2sc3c(=O)n(-c4cccc(C(F)(F)F)c4)nnc3c12	-2
CCCCc1cnc(-c2ccc(OC(F)(F)F)cc2)nc1	-5
COc1cccc(CN2CCOC(Cc3cccc(F)c3)C2)c1OC (configuration not stated)	1
CCOc1ccc(CNc2ccc(CNc3ncn[nH]3)cc2)cc1	0
Cc1ccc2c(Cl)c(C(=O)Nc3ncc(C)s3)sc2c1	2
CNNC(=O)CNC(=S)Nc1ccccc1	-3
COc1ccc(N2CCN(S(=O)(=O)c3ccc4oc(=O)c5ncn(C)c5c4c3)CC2)cc1	4
O=C1C2C(C(=O)N1/N=C/c1cccc([N+](=O)[O-])c1)C1C=CC2C12CC2 (configuration not stated)	13
CCC(CC)(CC)c1cccc(C(=O)O)c1	1
C=CCOc1c(Br)cc(CC2=NC(=O)N(Cc3ccccc3)C2=O)cc1OC	-2
COc1ccc(S(=O)(=O)NC(C)(C)C)c(Cl)c1Cl	-6
Cc1ccc(/C=N/NC(=O)CSc2nnc(CNc3ccccc3)n2-c2ccccc2)o1	-1
O=C(c1csc2nc(-c3cccc(Cl)c3)cn12)N1CCC[C@H]1CO	-4
CC(C)NC(=O)c1ccc(NC(=O)N2CCCCc3ccccc32)cc1	0
CCCc1nn2c(=O)cc(COC(=O)c3ccccc3NC(=O)COc3ccccc3)nc2s1	-14
SMILES	RBX1-CUL1 inh
O=C(OCc1ccco1)c1ccc2c(c1)N(Cc1ccc([N+](=O)[O-])cc1)C(=O)c1ccccc1S2	-3
CCN(CC)C(=O)CSc1nnc(-c2ccc(NC(C)=O)cc2)n1C	10
OC(CN1CCCC1)Cn1c2ccc(Br)cc2c2cc(Br)cc(Br)c21 (configuration not stated)	6
CCCCC(CC)CNC(=O)CSC1=N/C(=C/c2cccc(F)c2)C(=O)N1CC (configuration not stated)	1
O=C(O)C12OC3(O)C4C5CC(C6C5C3C61)C42 (configuration not stated)	-6
O=C(N=C1N=C2CCCCC2C2(CCCCC2)S1)c1ccc(F)cc1 (configuration not stated)	3
CCn1c2ccccc2c2nnc(N3CCN(c4cc(C)ccc4C)CC3)nc21	6
CCCn1c(CC)nc([N+](=O)[O-])c1S(=O)(=O)c1ccccc1	3
CC(C)(C)c1ccc(S(=O)(=O)n2cccn2)cc1	4
O=C(Cc1ccc(F)c(F)c1)N1CCC(C2(c3cccnc3)NC(=O)N(CC3CCCO3)C2=O)CC1 (configuration not stated)	5
Cc1ccc(-c2nn(-c3cc(Cl)ccc3[N+](=O)[O-])c(=O)c3ccccc23)c(C)c1	-1
COc1ccc(-c2cc(C)cc3c2OC(CNC(=O)C2=CCCCC2)C3)nn1 (configuration not stated)	-4
COc1cccc(-c2cnnc(N(C)Cc3nccn3C)n2)c1	0
COc1cccc(NC(=O)CN2C(=O)c3ccccc3Sc3ncccc32)c1	3
CCOC(=O)C1=C(CSc2nc(C)c(C)c(C)c2C#N)OC(=N)C(C#N)C1c1cccs1 (configuration not stated)	0
NC(=O)c1ccccc1NC(=O)C1CCCCC1C(=O)O (configuration not stated)	1
O=C1OCc2ccccc2N1Cc1ccccc1	-3
CCOc1ccc(NC(=O)c2c(NCc3cccnc3)sc3c2CCCC3)cc1	-5
CC(C)NC(=O)CN1CCN(Cc2nc(-c3ccc(Cl)cc3)no2)CC1	2
Cc1cc(C)n2nc(CNC(=O)c3cccc(N(C)C)c3)nc2n1	-4
CCc1ccc(-c2csc(NC(=O)C(F)(F)F)c2C(=O)OC)cc1	-4
Cc1ccc(S(=O)(=O)n2nc(C)c(C)c2C)c(C)c1	-5
CN(C)c1ccc(/C=N/NC(=O)CSc2nnc(Cc3ccccc3)n2-c2ccccc2)cc1	12
CC1=NN(C(=O)COc2ccc(Cl)c(Cl)c2)C(O)(C(F)(F)F)C1 (configuration not stated)	0
COc1ccc(C2C(C(=O)c3ccc(OC)c(OC)c3)C(=O)C(=O)N2CCCN2CCOCC2)cc1 (configuration not stated)	0
SMILES	RBX1-CUL1 inh
O=C(CCC1(Cc2ccc(F)cc2)CCC(=O)N1)NC(c1ccccc1)c1ccc(Cl)cc1 (configuration not stated)	-2
CC(C)c1ccccc1NC(=O)c1cccnc1	0
CC(=O)Nc1ccc(NC(=O)c2ccc(N(Cc3ccccc3C)S(C)(=O)=O)cc2)cc1	3
CSc1cccc(NC(=O)CN2CCOCC2)c1	7
O=S(=O)(c1ccc(F)cc1)c1nc(-c2ccco2)oc1Nc1ccccc1	-6
CC(C)c1ccc(CCC(=O)N2CCN(c3ccc(F)cc3)CC2)cc1	-6
CCOC(=O)NN=C(c1ccc(Cl)cc1)c1ccc(OS(C)(=O)=O)cc1	0
Cc1cccc(NC(=O)Cn2cc(S(=O)(=O)c3ccc(F)cc3)c(=O)c3cc4c(cc32)OCO4)c1	-2
CC1(C)CC(=O)C(C=Nc2ccc(C(=O)O)cc2)C(=O)C1	-9
COc1ccc(Nc2c(-c3ccsc3)nc3nc(C)cc(C)n23)cc1	0
CCn1cc(C(=O)N2CCN(c3cc(C)ccc3C)CC2)c(=O)c2cc(S(=O)(=O)N3CCOCC3)ccc21	-3
Cc1ccc(CNC(=O)CCC2CCCN(S(=O)(=O)N(C)C)C2)o1 (configuration not stated)	10
Cc1ccc(CCNc2ncnc3onc(-c4ccc(Cl)cc4)c23)cc1	-4
CCOC(=O)c1c(C)[nH]c(CCC(=O)NCc2ccc(OC)cc2OC)c1C	3
Cn1nnnc1SCc1ccc(CSc2nnnn2C)cc1	8
O=C(COC(=O)C1CCN(S(=O)(=O)c2ccc3ccccc3c2)CC1)c1ccc(Cl)cc1	-1
Cc1cccc(C)c1OCC(=O)NCC(C)C	7
Cc1ccc(C2=NN3C(=N)/C(=C/c4cccc(OCc5ccc(F)cc5)c4)C(=O)N=C3S2)cc1	-7
COC(=O)Nc1ccc(S(=O)(=O)N2CCCCC2C)cc1 (configuration not stated)	6
COc1cc(/C=N/n2cnnc2)ccc1OC(=O)c1cccs1	16
COc1ccc(CC2C=NC(=O)NC2=N)cc1 (configuration not stated)	-2
Cc1ccc(CN2CCCn3nc(C(=O)NCc4cc(C)ccc4C)cc3C2=O)cc1	-8
CSc1ccc2ccccc2c1C(=O)N(C(C)C)C(C)C	-6
Cc1ccc(CCNC(=O)C2CCC(=O)N(Cc3ccccn3)C2)o1 (configuration not stated)	-2
CCC(=O)NC(=S)NNC(=O)c1ccccc1OCc1ccccc1	1
SMILES	RBX1-CUL1 inh
CCCN(CCC)S(=O)(=O)c1ccc(C(=O)Nc2ccc3c4c(cccc24)C(=O)N3CC)cc1	12
CC(C)(C)c1[nH]nc2c1C(c1cccnc1)C(C#N)C(=N)O2 (configuration not stated)	-7
CC(=O)c1ccc(NC(=O)c2cn(C)c(=O)c3ccccc23)cc1	9
CCCC1(C)NC(=S)N(c2ccccc2)N1 (configuration not stated)	3
Cc1ccsc1C1C2=C(CCCC2=O)OC(=N)C1C#N (configuration not stated)	1
Cc1cc(N2CCN(C(=O)Cn3nnnc3CN3CCC(C)CC3)CC2)cc(C)n1	5
COC(=O)c1ccccc1NC(=O)N1CCC(N2CCN(Cc3ccc(F)cc3)C(=O)C2=O)CC1	-4
CCOC(=O)c1c(C(C)(C)C)oc2ccc(OC(=O)c3ccccc3C)cc12	10
COC(=O)c1ccc(NC(=O)CN2CCN(S(=O)(=O)c3ccc(Br)cc3)CC2)cc1	3
CCOC(=O)c1c(NC(=O)CS(=O)(=O)c2ccc(C)cc2)sc2c1CCCCC2	-1
CCc1ncc(CNCc2cccnc2Oc2ccccc2F)cn1	-6
C=CCn1c(SCC(=O)c2ccccc2)nc2scc(-c3ccc(F)cc3)c2c1=O	3
COc1ccc(CNC(=O)C(C(C)C)N2Cc3ccccc3C2=O)cc1 (configuration not stated)	-4
COc1nc(Oc2ccc(=O)n(-c3ccccc3)n2)nc(N(C)C)n1	0
CNS(=O)(=O)c1ccc(OC)c(C(=O)Nc2ccccc2)c1	3
CCCCOc1ccc(C2c3c(oc4ccc(C)cc4c3=O)C(=O)N2CCCN(C)C)cc1OCC (configuration not stated)	6
COc1cc(C(=O)N2CCC(CO)CC2)ccc1OC1CCN(C2CCCC2)CC1	6
O=C(Nc1cccc([N+](=O)[O-])c1)c1cccc(S(=O)(=O)Oc2cccc([N+](=O)[O-])c2)c1	-2
CCc1cccc(C)c1NS(=O)(=O)Cc1ccccc1Cl	6
CCN(CC)S(=O)(=O)c1ccc2c(c1)N(CC(=O)NCC(C)c1ccccc1)C(=O)CO2 (configuration not stated)	-3
Cc1nc2sccn2c1C(=O)N/N=C/c1ccc(C(C)C)cc1	2
Cc1cccc(-c2cnc(C)nc2C2CCCN(C(=O)C(c3cccnc3)N3CCOCC3)C2)c1 (configuration not stated)	3
COc1ccc(C(=O)Nc2nnc(S(=O)(=O)N3CCN(c4ccc(C)cc4)CC3)s2)cc1	4
CCOC(=O)C1CCN(C2CCN(c3ccc(NC(=O)CCc4ccccc4)cc3)CC2)CC1	0
Cc1cc(C)n(S(=O)(=O)c2c(C)nn(-c3ccccc3)c2C)n1	3

Only part of the results is shown; count on the stated rates, not on these rows.
